Screens: PubChem BioAssay, National Center for Advancing Translational Sciences (NCATS)
PI5P4Ka inh: qHTS for Inhibitors of phosphatidylinositol 5-phosphate 4-kinase (PI5P4K). Phosphatidylinositol 5-phosphate 4-kinase type-2 alpha (Homo sapiens), P48426. PI5P4Kalpha enzyme, ADP-Glo luminescence, 60 min; hits give low values. max response, %. actives 1.2% (n = 330,000). AID 652105, 2013; active = max response of -50% or lower; inconclusive = between -30% and -50%; inactive = -30% or higher; also: value at the top dose of about 77 µM; % is scaled to controls: 0 for no effect and ±100 for the full control effect
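ADP-Glo luminescence end-point read after a 60 min room-temperature kinase reaction of PI5P4Kalpha plus substrate, initiated with ATP at 5 microM final. Buffer: 0.038 M HEPES pH 7.4, EGTA, 0.1% CHAPS, 5% DMSO.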
CCT chaperon mod: High-Throughput Screening for Modulators of Cytosolic Chaperonin Activity; AID 651819, 2012; purified chaperonin ATPase assay, HTRF ADP detection, 30 min; actives 0.3% (n = 360,000); activity change, % (concentration not given with the values), hits read low; in the data active = activity change below about -30%; also: % is scaled to controls: 0 for no effect and ±100 for the full control effect
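ATPase activity: ADP formed was measured by HTRF Transcreener (665/615 nm ratio) after 30 min at 37 deg C with 10 uM ATP. Compounds screened at one 76 uM concentration against 40 or 20 nM TRiC in Tris pH 7.4/KCl/MgCl2/DTT buffer.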
WRN inhibitor: qHTS for Inhibitors of WRN Helicase | actives 0.46% (n = 360,000) | AID 651768, 2012 | Potency, µM (series often up to 114 µM), without a hit: top-dose activity change, negative = inhibition, hits mostly inhibitors | Bifunctional 3'-5' exonuclease/ATP-dependent helicase WRN (Homo sapiens), Q14191 | WRN helicase unwinding, fluorescent forked duplex, kinetic; also: potency is read from the fitted curve at half-maximal effect; % is scaled to controls: 0 for no effect and ±100 for the full control effect; nearly all actives have a fitted effect of over 55% in size
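Kinetic fluorescence helicase assay: unwinding of a quenched forked DNA duplex (100 nM final) with 2 mM ATP final raises red fluorescence (525/598 nm). Compounds sat 15 min at room temperature with 20 nM WRN beforehand.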
IL2 activator: qHTS of IL-2 Activators | IL-2 activation reporter assay, cell-based qHTS; stimulated with anti-CD3/CD4/CD28 beads; in transgenic mouse T cells | activation, % (series mostly up to about 46 µM) | actives 0.065% (n = 360,000); in the data active = activation above about 50%; inconclusive = mostly about 30% to 49%; also: 0% is about no effect
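EGFP and DsRed fluorescence is measured by plate cytometry in unstimulated transgenic mouse T cells exposed to compound for 60 minutes, then stimulated 18 hours at 37 degrees C with anti-CD3/anti-CD4 beads plus anti-CD28.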
EPAC2 ag: qHTS for Agonist of cAMP-regulated guanine nucleotide exchange factor 4 (EPAC2): primary screen; Rap guanine nucleotide exchange factor 4 (Homo sapiens), Q8WZA2; EPAC2 activation, biochemical qHTS; response scale: 100% = 6.5 mM cAMP response; Potency, µM (titrated, usually from 154 µM), inactives show at the highest dose activation, actives largely listed as activators; actives 0.079% (n = 360,000); also: potency is read from the fitted curve at half-maximal effect; nearly all actives have a fitted effect of over 50% in size
Target sequence (Q8WZA2 whole entry, looked up): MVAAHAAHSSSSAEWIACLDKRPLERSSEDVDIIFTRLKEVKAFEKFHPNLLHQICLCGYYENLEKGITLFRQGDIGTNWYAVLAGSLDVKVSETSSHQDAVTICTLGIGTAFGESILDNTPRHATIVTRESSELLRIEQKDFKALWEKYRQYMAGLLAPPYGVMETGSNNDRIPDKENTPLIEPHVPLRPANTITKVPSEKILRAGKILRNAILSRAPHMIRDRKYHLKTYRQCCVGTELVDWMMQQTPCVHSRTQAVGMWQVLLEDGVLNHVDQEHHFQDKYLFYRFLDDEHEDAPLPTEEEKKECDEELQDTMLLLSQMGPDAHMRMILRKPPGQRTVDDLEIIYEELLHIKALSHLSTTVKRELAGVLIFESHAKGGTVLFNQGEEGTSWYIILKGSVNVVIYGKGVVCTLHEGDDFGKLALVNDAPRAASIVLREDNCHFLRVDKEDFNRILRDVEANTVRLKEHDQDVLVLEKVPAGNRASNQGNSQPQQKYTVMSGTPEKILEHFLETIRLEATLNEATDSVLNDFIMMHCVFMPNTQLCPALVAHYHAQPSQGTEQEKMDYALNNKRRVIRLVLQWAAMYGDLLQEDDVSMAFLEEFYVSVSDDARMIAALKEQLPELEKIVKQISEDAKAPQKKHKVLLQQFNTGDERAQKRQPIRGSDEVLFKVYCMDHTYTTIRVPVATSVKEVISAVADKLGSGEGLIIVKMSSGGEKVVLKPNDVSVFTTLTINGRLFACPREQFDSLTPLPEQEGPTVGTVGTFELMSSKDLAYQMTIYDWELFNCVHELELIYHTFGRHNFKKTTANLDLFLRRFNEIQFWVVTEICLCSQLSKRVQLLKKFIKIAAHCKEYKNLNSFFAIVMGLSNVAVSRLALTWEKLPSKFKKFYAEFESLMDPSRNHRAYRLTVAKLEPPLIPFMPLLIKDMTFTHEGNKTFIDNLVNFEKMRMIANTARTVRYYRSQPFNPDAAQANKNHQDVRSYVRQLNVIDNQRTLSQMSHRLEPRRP
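qHTS, titration series. 100 nM EPAC2 / 250 nM Rap1B-BODIPY-GDP / 50 uM GDP; RT; ex 480/em 540 nm, 5-min reads to 30 min. Norm. to 6.5 mM cAMP = activation.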
EPAC1 antagonist: qHTS for Antagonist of cAMP-regulated guanine nucleotide exchange factor 3 (EPAC1): primary screen. Rap guanine nucleotide exchange factor 3 (Homo sapiens), O95398. Potency, µM (top dose mostly 115 µM), inactives show top-dose activity change, negative = inhibition, usual class: inhibitors. EPAC1 GEF assay, Rap1b-BODIPY-GDP exchange fluorescence. actives 0.14% (n = 360,000);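 also: potency is read from the fitted curve at half-maximal effect; plate controls were vehicle for no effect and positive control for full effect; nearly all actives have a fitted effect of over 50% in size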
EPAC1 ag: qHTS for Agonist of cAMP-regulated guanine nucleotide exchange factor 3 (EPAC1): primary screen; EPAC1 agonist qHTS, biochemical assay; response scale: 100% = response to 6.5 mM cAMP; Potency, µM (titrated, usually from 154 µM), for inactives: at the highest dose activation, most hits filed as activators; actives 0.073% (n = 360,000); AID 720707, 2013; also: potency is read from the fitted curve at half-maximal effect; nearly all actives have a fitted effect of over 60% in size
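Fluorescent GDP-exchange assay: 100 nM EPAC1 with 250 nM Rap1B preloaded with BODIPY-GDP and 50 uM GDP; compounds tested as concentration series, 5 min at room temperature, then read every 5 min for 30 min (ex 480/em 540 nm); normalized to 6.5 mM cAMP.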
PLK1 PBD inh: qHTS for Inhibitors of PLK1-PDB (polo-like kinase 1 - polo-box domain): Primary Screen. Serine/threonine-protein kinase PLK1 (Homo sapiens), P53350. Plk1 PBD binding of FITC phosphopeptide, fluorescence polarization. Potency, µM, for inactives: max response, negative = inhibition, most hits filed as inhibitors. actives 2.8% (n = 360,000). AID 720504, 2013; also: potency is read from the fitted curve at half-maximal effect; series mostly up to about 57 µM; % is scaled to controls: 0 for no effect and ±100 for the full control effect; nearly all actives have a fitted effect of over 65% in size
Starred values were filed as active, the others as inactive; ? = inconclusive; . = no result given; [ ] = remark or other dose. Unless noted, calls follow the shape of the dose curve; as a rule, active = well fitted curve in the direction sought with a large enough effect; inconclusive = small, poorly fitted or top-dose-only effect, or another doubt; inactive = no such curve, though single readings can be large; an effect the other way counts as inactive or inconclusive.

SMILES	PI5P4Ka inh	CCT chaperon mod	WRN inhibitor	IL2 activator	EPAC2 ag	EPAC1 antagonist	EPAC1 ag	PLK1 PBD inh
Cc1ccc(NC(=O)CCNS(=O)(=O)c2ccc3c(c2)oc(=O)n3C)cc1	.	-1.5	?	-1.9	3%	-22%	-5%	-5%
O=C1OC(c2ccccc2)(c2cc(Br)ccc2O)c2ccccc21 (stereo not given)	-7	1.1	-14%	-1.0	15%	-16%	11%	0%
COC(=O)c1cccnc1NC(=S)NNC(=O)c1ccccc1	.	-0.3	-2%	0.7	2%	-9%	2%	-3%
NS(=O)(=O)c1ccc(NC(=O)c2cccc3cc4ccccc4nc23)cc1	?	-1.4	10%	22	14%	10%	5%	-2%
CC(=O)Nc1nc(C)c(CCC2OCCO2)c(=O)[nH]1	-4	0.4	6%	1.3	0%	-14%	-9%	0%
OCCC1CN(Cc2cnc(N3CCOCC3)s2)CCN1C1CCCC1 (stereo not given)	0	-2.1	-7%	-0.5	5%	8%	14%	7%
COc1ccc(C2N3CC4(C)CN2CC(C)(C3)C4O)cc1 (stereo not given)	2	-0.1	2%	-3.2	11%	29%	-4%	-1%
Fc1ccc(C2c3[nH]c4ccccc4c3CCN2CCCn2cccn2)cc1 (stereo not given)	1	0.3	-5%	-0.4	2%	-11%	11%	-9%
O=C(Nc1cccnc1Cl)C1CCCN(c2ncnc3c2nc2n3CCCCC2)C1 (stereo not given)	14	1.7	9%	-1.9	-7%	1%	-9%	-11%
O=C1CN(C(=O)N[C@@H](Cc2ccccc2)C(=O)N[C@H](C(=O)O)c2ccccc2)c2ccccc2N1	-2	-0.7	-5%	-1.5	7%	-19%	13%	-9%
CCCN1C(=O)c2cc(C(=O)NCc3ccc(OC)cc3)ccc2C1O (stereo not given)	1	0.6	4%	0.6	2%	-2%	-10%	-6%
O=C(NCCCO)C(=O)c1c(-c2ccccc2)cc2ccccn12	1	-0.2	0%	0.0	4%	-5%	-13%	-4%
O=C(NCC1CCCN(C(=O)c2cscn2)C1)c1ccc(-c2ccccc2)cc1 (stereo not given)	-6	0.3	-3%	-5.1	8%	-13%	-5%	-21%
COc1cc(C2SCC(=O)N2c2nnc(C34CC5CC(CC(C5)C3)C4)s2)cc(OC)c1OC (stereo not given)	.	2.1	-14%	-2.7	11%	4%	-1%	-4%
Cc1ccc(NC(=O)CS(=O)CC(=O)N2CCN(C3CCCC3)CC2)cc1 (stereo not given)	-8	1.0	-6%	-1.8	14%	-12%	0%	1%
COc1ccc(C)cc1S(=O)(=O)N1CCN(C(=O)c2ncoc2-c2ccccc2F)CC1	-5	0.3	5%	0.0	6%	-8%	4%	0%
CC1CCC2(CC1)NC(=O)N(CC(=O)Nc1ccc3c(c1)OCCO3)C2=O (stereo not given)	-1	-1.5	-5%	0.3	5%	-13%	6%	-2%
CCc1nnc(NC(=O)CSc2nncc(=O)n2N)s1	-27	-0.2	-12%	2.7	17%	-7%	2%	-23%
CCOc1ccc(C(=O)Nc2cnn(Cc3ccc(Cl)c(Cl)c3)c2)cc1	.	-1.2	-13%	-1.6	20%	-8%	19%	1%
CCCc1cc(C(=O)Nc2sc(C(C)=O)c(C)c2C(=O)OCC)no1	-15	-1.2	8%	-1.5	-9%	11%	-17%	?

An excerpt of these results, as labelled records:
Cc1ccc(NC(=O)CCNS(=O)(=O)c2ccc3c(c2)oc(=O)n3C)cc1
  PI5P4Ka inh: . | CCT chaperon mod: -1.5 | WRN inhibitor: ? | IL2 activator: -1.9 | EPAC2 ag: 3% | EPAC1 antagonist: -22% | EPAC1 ag: -5% | PLK1 PBD inh: -5%
O=C1OC(c2ccccc2)(c2cc(Br)ccc2O)c2ccccc21 (stereo not given)
  PI5P4Ka inh: -7 | CCT chaperon mod: 1.1 | WRN inhibitor: -14% | IL2 activator: -1.0 | EPAC2 ag: 15% | EPAC1 antagonist: -16% | EPAC1 ag: 11% | PLK1 PBD inh: 0%
COC(=O)c1cccnc1NC(=S)NNC(=O)c1ccccc1
  PI5P4Ka inh: . | CCT chaperon mod: -0.3 | WRN inhibitor: -2% | IL2 activator: 0.7 | EPAC2 ag: 2% | EPAC1 antagonist: -9% | EPAC1 ag: 2% | PLK1 PBD inh: -3%
NS(=O)(=O)c1ccc(NC(=O)c2cccc3cc4ccccc4nc23)cc1
  PI5P4Ka inh: ? | CCT chaperon mod: -1.4 | WRN inhibitor: 10% | IL2 activator: 22 | EPAC2 ag: 14% | EPAC1 antagonist: 10% | EPAC1 ag: 5% | PLK1 PBD inh: -2%

(list continues)
SMILES	PI5P4Ka inh	CCT chaperon mod	WRN inhibitor	IL2 activator	EPAC2 ag	EPAC1 antagonist	EPAC1 ag	PLK1 PBD inh
CCOC(=O)C1(CC/C(C)=N\NC(N)=O)CC(C)OC1=O (stereo not given)	3	0.2	-21%[57.1 µM]	1.9	0%	22%	-5%	2%
Clc1ccc(OCCCn2ccnc2)c(Br)c1	-3	-2.7	6%	0.1	-1%	2%	3%	-5%
Cn1nccc1C(=O)Nn1cnnc1	2	3.3	-8%	-0.7	-1%[15.6 µM]	-7%	13%	5%
CC1CCN(S(=O)(=O)c2ccc(NC(=O)c3cccs3)cc2)CC1	5	-2.3	-7%	0.5	17%	?	6%	-4%
O=C(Cc1ccc(Cl)cc1)NC1CC1	1	-5.2	2%	-1.9	8%	-4%	8%	-10%
Nc1nc(SCc2ccc(Cl)cc2)[nH]c(=O)c1-c1ccccc1	1	0.0	-7%[57.1 µM]	-1.9	-2%	-2%	5%	-2%
CC(C)C(=O)OCc1cn(-c2ccc(Cl)c(Cl)c2)nn1	?	-2.7	-24%	0.1	11%	-1%	8%	21µM*
CCCCCNC(=O)CCCCn1c(=O)[nH]c2cc(OCC)c(OCC)cc2c1=O	-4	1.0	-6%	1.0	-7%	-7%	1%	-1%
CC(C)(C)OC(=O)N1CCN(C(=O)c2cccnc2Cl)CC1	0	1.7	6%	0.5	-2%	9%	-6%	-5%
COc1ccc(CCNC(=O)COc2ccc(N(C)S(=O)(=O)c3ccc(C)cc3)cc2)cc1	-1	-2.5	-10%	-0.4	15%	-13%	4%	-10%
Cc1cc(N/C=C\C(=O)c2ccc(Cl)c(Cl)c2)no1	-9	-2.6	-15%	-3.8	11%	0%	7%	-7%
O=C1C(Cl)=C(NCCc2ccccc2)C(=O)c2ccccc21	-85*	-2.2	28µM*	-0.2	8%	?	14%	2.7µM*
CCCCSc1nnc(-c2ccc(C)cc2)n1C	0	1.6	-5%	2.8	1%	0%	0%	-23%
CCc1c(C)nc(N)n2c(SCC(=O)N3CCCC(C)C3)nnc12 (stereo not given)	.	2.5	1%	-4.9	9%	14%	2%	-5%
O=C(CN(Cc1cccs1)C(=O)CNS(=O)(=O)c1ccc(Cl)cc1)NCC1CCCO1 (stereo not given)	-1	-2.2	-20%	-1.7	2%	6%	9%	-2%
COc1cn(-c2ccccc2)nc1C(=O)NCc1ccccc1	1	-0.1	-17%	2.3	1%	-10%	7%	-1%
Cc1ccc2c(c1)c1c(n2CC(O)Cn2nc(C)c(Br)c2C)CCCC1 (stereo not given)	-24	-1.8	1%	1.2	10%	3%	14%	-9%
Nc1nc(CCOc2ccc(F)cc2)cs1	4	-1.9	5%	-0.2	10%	1%	5%	-13%
Cc1ccc(-c2csc(NC(=O)C3=NN(C4CCS(=O)(=O)C4)C(=O)CC3)n2)cc1 (stereo not given)	2	-14	-2%	-3.5	5%	-16%	-5%	-19%
O=C(/C=C\c1ccco1)Nc1ccc(N2CCN(C(=O)c3ccccc3)CC2)cc1	-7	-0.5	-5%	0.7	3%	-21%	8%	-8%
CC(C)=CCCC(C)CN1CCC(n2nccc2NC(=O)c2cccnc2)CC1 (stereo not given)	-4	1.5	-15%	-3.6	-3%	-27%	-12%	3%
COc1cccc(/C=C/c2ccccn2)c1O	3	-2.7	-2%	-0.3	3%	9%	10%	27µM*
Cc1cc(NS(=O)(=O)Cc2ccccc2)no1	.	0.5	4%	-0.3	5%	12%	2%	-5%
C=CCOc1ccc(/C=N/NC(=O)CC(=O)NC2CCCCC2)cc1	-4	-0.4	-4%	0.6	3%	-3%	-2%	-10%
CC(C)C(=O)NC(Nc1ccccc1F)C(Cl)(Cl)Cl (stereo not given)	.	-0.5	-8%	-1.7	9%	3%	6%	0%
CCCCN(C)c1c(C)nc2ccc(C(=O)NCc3ccc(OC)cc3)cn12	5	0.1	3%[57.1 µM]	-0.9	4%	-26%	-14%	-5%
COc1ccc(-c2ccc(OC)cc2C(=O)O)cc1	12	-3.5	7%	0.0	0%	2%	0%	-4%
O=C(NCCC1=CCCCC1)C1CCC(=O)N(Cc2cccc(C(F)(F)F)c2)C1 (stereo not given)	11	1.9	?	-3.2	-5%	-1%	-17%	-3%
CCN(CC)CCn1c(=O)n(-c2ccc(Cl)cc2)c(=O)c2c3c(sc21)CN(C)CC3	-2	-2.1	0%	-0.2	0%	0%	1%	-10%
CC(=O)NC(CCS(C)(=O)=O)C(=O)Nc1c(C)cccc1C (stereo not given)	9	1.6	3%	1.7	2%	-1%	7%	1%
COc1ccc2nc(NC(=O)NC3CCCCC3)sc2c1	-4	-0.3	-4%	-0.2	16%	-16%	7%	-8%
Cc1csc(NC(=O)CCn2c(=O)oc3ccc(Cl)cc32)n1	6	-0.6	-3%	-2.7	8%	27%	10%	-9%
NCCNC(=O)c1ncsc1-c1cccc(F)c1	-3	-3.3	-13%	0.0	2%	-1%	-11%	-14%

These rows are one share of the data, so the mix of outcomes need not match the whole.
